# Compound activity deposited in PubChem BioAssay by several laboratories.
# rCAG binder – r(CAG) repeat RNA binding. TO-PRO-1 dye displacement fluorescence. inhibition, % at 3 µM. hit rate 1.3% among 370,000. AID 651821;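 active = inhibition above the plate cutoff, the mean of all test compounds on that plate plus 3 SD, cut at about 35% in these data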;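 also: 0% = DMSO alone and 100% = 100 µM mitoxantrone as full dye displacement; higher means more dye released from RNA so lower well fluorescence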
# MBD2 DNA inh – MBD2-methylated oligo binding inhibition; Q9UBB5; TR-FRET, MBD2 binding to methylated oligonucleotide; inhibition, % at 4.4 µM; hit rate 0.31% among 370,000; AID 686964; in the data active = inhibition above about 13%
# HTRA1 inh – inhibitors of human serine peptidase HTRA1; hit rate 0.5% among 340,000; Q92743; inhibition, % at 5.96 µM; recombinant HTRA1, FP-rhodamine activity-based probe, fluorescence polarization; in the data active = inhibition above about 36%;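 also: 0% = enzyme with DMSO and 100% = wells lacking enzyme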
# PRMT1 inh – PRMT1 (human) inhibition, primary screen; hit rate 1.3% among 370,000; inhibition, % at 2.79 µM; recombinant PRMT1, activity-based probe fluorescence polarization;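 active = inhibition above about 21% made by adding two undisclosed values, limit read from the data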
# Target sequence (Q99873 whole entry, looked up): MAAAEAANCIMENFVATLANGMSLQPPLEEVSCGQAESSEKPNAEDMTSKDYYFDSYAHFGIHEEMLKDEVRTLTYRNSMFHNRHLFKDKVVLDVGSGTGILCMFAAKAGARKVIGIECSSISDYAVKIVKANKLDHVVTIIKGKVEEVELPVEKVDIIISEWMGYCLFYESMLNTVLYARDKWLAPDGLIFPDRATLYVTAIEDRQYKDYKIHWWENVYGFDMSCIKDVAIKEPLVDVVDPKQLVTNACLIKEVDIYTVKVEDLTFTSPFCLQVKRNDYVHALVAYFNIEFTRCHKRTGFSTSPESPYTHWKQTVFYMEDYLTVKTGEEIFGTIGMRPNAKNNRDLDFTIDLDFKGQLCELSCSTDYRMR
# LEDGF integ inh – blocks HIV-1 LEDGF/p75-dependent DNA integration. inhibition, % at 3.7 µM. hit rate 0.64% among 370,000. TR-FRET IN-LEDGF/p75 DNA integration, Eu/Cy5;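 active = inhibition above the screen-wide mean plus 3 SD, cut at about 13% in these data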;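 also: signal is the Cy5 over europium emission ratio at 671 and 618 nm; 0% = plate median of compound wells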
# ABHD4 inh – inhibits mouse alpha/beta hydrolase domain 4; hit rate 0.54% among 370,000; AID 720543; purified mABHD4, FP-Rh probe fluorescence polarization; inhibition, % at 8.92 µM; Q8VD66;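 active = inhibition exceeding the mean over every tested compound plus 3 SD, cut at about 30% in these data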;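 also: 0% = plate median of compound wells and 100% = S159A mutant with DMSO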
#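 Assay system: wild-type mouse ABHD4 protein; compound: single nominal dose of 8.92 µM, 0.89% DMSO final; schedule: 45 min + 60 min at 25 °C; measured by: FP readout, ex 525 nm / em 598 nm; evaluation: % inhibition of FP-Rh probe binding versus controls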
# Rev-erbA mod – modulators of human Rev-erb alpha DNA binding; P20393; Rev-erbα–FITC-DNA binding, fluorescence polarization, 90 min; activity, % at 10 µM; hit rate 0.79% among 370,000; AID 1259318;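 active = activity above about 14%, limit read from the data; passing the limit was not always enough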;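 also: 0% = DMSO wells with 35 nM protein and 100% = DMSO wells with 750 nM protein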
# Target sequence (P20393 whole entry, looked up): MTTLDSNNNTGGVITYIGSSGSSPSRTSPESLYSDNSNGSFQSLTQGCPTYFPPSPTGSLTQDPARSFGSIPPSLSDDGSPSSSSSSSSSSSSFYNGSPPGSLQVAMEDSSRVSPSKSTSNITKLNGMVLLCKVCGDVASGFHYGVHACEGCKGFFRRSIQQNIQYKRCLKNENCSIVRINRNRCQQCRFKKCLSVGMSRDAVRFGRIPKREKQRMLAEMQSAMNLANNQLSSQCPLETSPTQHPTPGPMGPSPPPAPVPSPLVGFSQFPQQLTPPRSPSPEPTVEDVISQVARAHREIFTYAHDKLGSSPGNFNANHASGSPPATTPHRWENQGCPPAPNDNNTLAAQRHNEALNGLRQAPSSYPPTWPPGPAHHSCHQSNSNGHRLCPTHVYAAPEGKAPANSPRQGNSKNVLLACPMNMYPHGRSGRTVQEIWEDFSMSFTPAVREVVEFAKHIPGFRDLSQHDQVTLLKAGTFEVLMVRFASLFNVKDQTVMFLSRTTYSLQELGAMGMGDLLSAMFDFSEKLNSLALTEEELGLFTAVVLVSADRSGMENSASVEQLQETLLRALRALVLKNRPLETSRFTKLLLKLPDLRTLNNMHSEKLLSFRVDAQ
# UHRF1 binding – human UHRF1 methylated DNA binding inhibitors | AID 687016 | Q96T88 | hit rate 0.75% among 370,000 | UHRF1 binding to methylated oligo, TR-FRET | inhibition, % at 4.4 µM; in the data active = inhibition above about 21%;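 also: UHRF1 SRA domain binding a hemimethylated CpG hairpin DNA probe; 0% = median of test compound wells and 100% = reference inhibitor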
# PG9 binder – PG9 antibody binding by small molecule | TR-FRET gp120-PG9 antibody binding | inhibition, % at 6.7 µM | hit rate 0.43% among 360,000 | AID 624416; in the data active = inhibition above about 8.5%
# TCR-CD3 inh – inhibitors of human TCR-CD3 interaction; TAMRA-labeled TCR probe fluorescence, biochemical; inhibition, % at 9.4 µM; hit rate 0.37% among 360,000; AID 651800; in the data active = inhibition above about 19%;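 also: recombinant mutant TCR 2C K166C tagged with TAMRA read by polarization; 0% = receptor in buffer alone and 100% = receptor with positive control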
# An asterisk follows results filed as active; . = not tested or not shown. Not all compounds are listed. The share of hits here may be higher or lower than overall.
SMILES,rCAG binder,MBD2 DNA inh,HTRA1 inh,PRMT1 inh,LEDGF integ inh,ABHD4 inh,Rev-erbA mod,UHRF1 binding,PG9 binder,TCR-CD3 inh
CCOc1ccccc1NC(=O)CN1C(=O)NC(Cc2c[nH]c3ccccc23)C1=O (stereo not given),2,-6,0,-5,-2,2,6,-2,-2.8,-5
Cc1cc(/C=C2\C(=N)N3N=C(S(C)(=O)=O)SC3=NC2=O)c(C)n1Cc1ccccc1,66*,2,-12,-3,2,-10,-5,-4,-0.5,9
Cn1nnc2sc3c(c2c1=O)CCCC3,-1,-4,0,22*,5,-6,-3,4,1.6,-8
Cc1ccc(NC(=O)c2cccnc2C(=O)O)nc1,-1,3,3,3,1,-4,0,-3,-0.1,5
O=P(CCC(F)(F)F)(CCC(F)(F)F)CCC(F)(F)F,2,1,1,0,4,-2,-2,3,0.6,-3
CCCCCN(C(=O)CCC(=O)OCC(=O)Nc1cccc(CC)c1)c1c(N)n(CCCC)c(=O)[nH]c1=O,-5,2,13,-1,1,-3,-7,0,-0.1,-2
COc1cc(OC)c2c(c1)OC(=O)CC2c1cc(OC)c(OC)c(OC)c1 (stereo not given),0,2,-2,2,-2,6,6,-1,1.5,-1
COc1ccc(NC(=O)Cc2ccccc2)cc1,1,-1,0,3,0,4,2,2,0.7,-9
O=C(CCNC(=O)N1CC(=O)Nc2ccccc21)NCc1ccc(Cl)cc1,-1,-3,3,-1,3,0,-1,-2,0.9,1
COc1ccc(-n2c(SCC(=O)NCC3CCCO3)nc3c(c2=O)SCC3)cc1OC (stereo not given),-1,0,-2,0,-2,-3,2,-1,0.6,1

# Single records, as listed above.
# Listed for `O=C(CCNC(=O)N1CC(=O)Nc2ccccc21)NCc1ccc(Cl)cc1` = rCAG binder: -1; MBD2 DNA inh: -3; HTRA1 inh: 3; PRMT1 inh: -1; LEDGF integ inh: 3; ABHD4 inh: 0; Rev-erbA mod: -1; UHRF1 binding: -2; PG9 binder: 0.9; TCR-CD3 inh: 1
# Listed for `CCCCCN(C(=O)CCC(=O)OCC(=O)Nc1cccc(CC)c1)c1c(N)n(CCCC)c(=O)[nH]c1=O` = rCAG binder: -5; MBD2 DNA inh: 2; HTRA1 inh: 13; PRMT1 inh: -1; LEDGF integ inh: 1; ABHD4 inh: -3; Rev-erbA mod: -7; UHRF1 binding: 0; PG9 binder: -0.1; TCR-CD3 inh: -2
# Listed for `Cc1cc(/C=C2\C(=N)N3N=C(S(C)(=O)=O)SC3=NC2=O)c(C)n1Cc1ccccc1` = rCAG binder: 66*; MBD2 DNA inh: 2; HTRA1 inh: -12; PRMT1 inh: -3; LEDGF integ inh: 2; ABHD4 inh: -10; Rev-erbA mod: -5; UHRF1 binding: -4; PG9 binder: -0.5; TCR-CD3 inh: 9

# More entries:
SMILES,rCAG binder,MBD2 DNA inh,HTRA1 inh,PRMT1 inh,LEDGF integ inh,ABHD4 inh,Rev-erbA mod,UHRF1 binding,PG9 binder,TCR-CD3 inh
COc1cccc(-c2nc(CS(=O)(=O)CC(=O)Nc3c(C)cccc3C)c(C)o2)c1,4,-6,-3,-1,1,4,4,1,-0.2,8
COc1ccc(NC(=O)c2c(N)no[n+]2[O-])cc1,-1,-1,3,-2,0,1,-8,1,1.3,4
CC1CCCCN1C(=O)CSc1nc2ccsc2c(=O)n1Cc1ccccn1 (stereo not given),-4,-6,-5,2,0,6,1,-3,-0.8,1
CCCNc1c(NC(=O)COc2ccc(Cl)cc2)c(=O)oc2ccccc12,-4,-5,1,-10,1,-5,2,-1,-1.5,-2
O=C(NCc1ccccc1)[C@@H]1CCCN1C(=O)[C@H]1CCCN1C(=O)c1ccccc1C(F)(F)F,-3,0,.,2,-2,-1,-1,1,-1.0,3
CCCc1nc2nc(C)c(NS(=O)(=O)c3ccc(F)cc3)c(=O)n2[nH]1,2,-1,8,0,3,3,2,2,-0.9,6
CC1(C)CC(=O)C2=C(C1)OC(N)=C(C#N)C21CCN(C(=O)OCc2ccccc2)CC1,-5,2,-9,-1,0,2,1,5,-0.1,1
CN1C[C@H]2CON(C)[C@H]2C[C@H]1c1cccc(-c2ccccc2)c1,0,1,-1,-12,4,0,-2,-2,0.4,-5
CCOC(=O)N1CCN(Cc2nc(N)nc(Nc3ccc(OCC)cc3)n2)CC1,-7,1,-1,1,-7,1,-1,1,1.5,-3
Cc1ccc(C)c(C(=O)COC(=O)Cn2[nH]c(=O)c3ccccc3c2=O)c1,5,2,-15,1,2,-1,10,1,0.1,-2
COc1cccc(NC(=O)Cn2nnc(C(=O)NCc3ccc4c(c3)OCO4)c2N)c1,4,-3,-9,4,0,-1,0,-1,-0.2,0
N#Cc1c(C(F)(F)F)cc(-c2ccccc2)[nH]c1=O,20,1,-6,-1,0,-7,3,0,-2.1,8
CC(C)(O)[C@H](O)Cc1cc2ccc(=O)oc2cc1O[C@@H]1O[C@H](CO)[C@@H](O)[C@H](O)[C@H]1O,3,0,4,1,-1,0,1,1,-4.3,5
O=[N+]([O-])c1cccc(-c2noc(-c3ccco3)n2)c1,-2,1,9,5,-3,1,0,6,0.5,-4
CCc1nc2c(OCc3ccc(Cl)cc3)cccn2c1N(C)C(=O)c1cccs1,3,1,.,1,0,-4,2,0,-0.4,-4
CC1(C)CC(=O)c2c(O)cc(OCc3ccc(Br)cc3)cc2O1,-2,-6,-15,1,2,-5,-2,0,0.5,5
COc1ccc(S(=O)(=O)NNC(=O)C2Cc3c(ccc4ccccc34)O2)cc1 (stereo not given),-1,6,-3,0,0,-4,2,3,-0.9,2
O=C(CCc1ccccc1)NC(NC(=S)Nc1cccc(Cl)c1)C(Cl)(Cl)Cl (stereo not given),4,-4,-16,-1,-2,-7,2,-4,-1.7,10
O=C(Cn1c(=O)oc2cc(S(=O)(=O)N3CCCC3)ccc21)N1CCN(C2CCCCC2)CC1,1,-2,4,-1,-2,6,-1,1,0.3,10
COCCn1cnc2c1c(=O)n(CC(=O)NN)c(=O)n2Cc1ccccc1,-1,4,-1,0,-5,2,2,-1,0.1,-3

# Just rCAG binder, ABHD4 inh and TCR-CD3 inh (3 entries from above):
compound | rCAG binder | ABHD4 inh | TCR-CD3 inh
O=[N+]([O-])c1cccc(-c2noc(-c3ccco3)n2)c1 | -2 | 1 | -4
CCc1nc2c(OCc3ccc(Cl)cc3)cccn2c1N(C)C(=O)c1cccs1 | 3 | -4 | -4
CC1(C)CC(=O)c2c(O)cc(OCc3ccc(Br)cc3)cc2O1 | -2 | -5 | 5

# Additional results:
SMILES,rCAG binder,MBD2 DNA inh,HTRA1 inh,PRMT1 inh,LEDGF integ inh,ABHD4 inh,Rev-erbA mod,UHRF1 binding,PG9 binder,TCR-CD3 inh
CC(C)(C)n1cnnc1Sc1ncccc1[N+](=O)[O-],1,3,4,-2,1,5,1,-2,-0.7,-3
COc1ccc(Cc2nc3ccc(C(=O)N4CCOCC4)cc3o2)cc1,-4,6,2,-7,3,-1,0,-2,-0.8,-1
C=CCNC(=O)c1ccc(CN2CCC(Cc3ccccc3)CC2)cc1,-6,0,-1,0,0,1,-9,-2,0.0,8
CCOc1ccc(-c2csc(NC(=O)c3cccc(N4C(=O)CCC4=O)c3)n2)cc1,9,-2,-6,0,1,6,24*,6,1.2,0
CCOC(=O)C1=C(C)C2C3C(=O)N(c4cc(C)ccc4C)C(=O)C3C1(C)C1C(=O)N(c3cc(C)ccc3C)C(=O)C21 (stereo not given),11,6,-24,-1,-2,-9,3,-4,0.0,1
CCOC(=O)N1CCN(C(=S)Nc2cccc(C)c2C)CC1,-3,1,9,1,-2,0,-2,0,-1.1,3
CCN(C(=O)COC(=O)/C=C/c1ccc(Cl)c(Cl)c1)c1c(N)n(Cc2ccccc2)c(=O)[nH]c1=O,2,6,11,4,-1,8,4,0,-1.6,-5
CCOC(=O)c1cc(NC(=O)CSc2nnc(CN3CCOCC3)n2C)ccc1Cl,-4,1,-1,0,-1,2,-3,-1,-1.6,5
O=C(NCCCN1CCOCC1)c1cc(S(=O)(=O)N2CCOCC2)ccc1Cl,1,-2,1,-1,-3,2,-7,0,1.6,0
O=S1(=O)c2ccccc2C(CCO)N1Cc1ccccc1 (stereo not given),-1,2,5,-4,2,1,3,4,0.4,0
COc1ccc(N2C(=O)CSC2c2ccc(F)cc2)cc1 (stereo not given),-4,5,3,4,-3,0,-2,1,-0.1,4
C[C@@H]1[C@@H](O)C[C@@]2(C[C@H](O)c3cc(F)ccc3O2)O[C@H]1c1ccccc1Cl,-1,-2,.,-3,3,-11,-1,2,.,.
Cc1nn(-c2ccc(F)cc2)c2sc(C(=O)N3CCCCCC3)cc12,0,-2,-4,-2,-1,2,-1,-2,-2.4,5
O=C(C1=C(O)C(=O)N(Cc2ccccc2)C1c1ccco1)c1ccco1 (stereo not given),4,-7,3,8,1,0,-2,-4,18*,0
COc1ccc(C(=O)NCC(C)(C)N2CCOCC2)cc1S(=O)(=O)NCc1ccc(Cl)cc1,3,5,0,8,-6,-16,7,5,0.3,2
COC(=O)c1c(NC(=O)c2ccco2)sc2c1CCC2,10,-5,-19,-2,-1,-5,-4,-2,0.4,2
COc1ccccc1N1CCN(C(=O)Cn2nc(C(F)(F)F)c3c2CCC3)CC1,0,8,7,9,3,-14,4,3,-0.5,-6
Cn1c(NCc2cccnc2)nc2c1c(=O)n(Cc1ccccc1F)c(=O)n2C,-4,4,4,3,-1,-2,1,1,-0.6,-1
Cc1cc(NS(=O)(=O)c2ccc(NC(=O)c3cc(-c4cccnc4)nc4ccc(Cl)cc34)cc2)no1,10,6,-3,2,1,-1,-7,3,0.2,2
Cc1[nH]c2ccccc2c1CC(=O)Nc1ccc(Nc2cccnc2)c(-c2ccc(Oc3ccccc3)cc2)c1,16,-3,.,-2,2,5,-2,-1,0.9,-2
Cc1cc(C(=O)N2CCCC(CCC(=O)N3CCN(c4ccccn4)CC3)C2)c(C)o1 (stereo not given),-5,4,1,1,-1,3,-3,-3,1.8,4
CCCN(C)C1CN(Cc2cn(Cc3cccc(Cl)c3)nn2)S(=O)(=O)C1 (stereo not given),-2,7,.,1,-3,0,-2,10,-1.2,-7
CCC(=O)Nc1nc(-c2cc([N+](=O)[O-])cs2)cs1,7,8,-2,6,0,-8,.,-2,-68,-5
O=C(CC1N=C2c3ccccc3N=C(SCc3ccc(F)cc3)N2C1=O)NCc1ccco1 (stereo not given),0,-6,-5,3,2,-3,.,-2,-2.0,-2
